Assay outcomes deposited in PubChem by National Center for Advancing Translational Sciences (NCATS).
PTHR1 agonist: qHTS for PTHR1 Agonists: Primary Screen. AID 743266, 2014. HEK293 GP2 PTHR1 cells, GloSensor cAMP luminescence, 1 h. Parathyroid hormone/parathyroid hormone-related peptide receptor (Homo sapiens), Q03431. Potency, µM (series often up to 115 µM), inactives show at the top dose activation, usual class: activators. 410,000 tested, 0.075% active; active = well fitted activation curve with a large enough effect; inconclusive = small, poorly fitted or top-dose-only effect, or another doubt; inactive = no such curve, though single readings can be large or run the other way; also: potency is read from the fitted curve at half-maximal effect; nearly all actives have a fitted effect of over 55% in size; some results filed as inactive show a strong effect at the top dose; inactives centre near -15; many of its hits are not listed in these tables
Target sequence (Q03431 whole entry, looked up): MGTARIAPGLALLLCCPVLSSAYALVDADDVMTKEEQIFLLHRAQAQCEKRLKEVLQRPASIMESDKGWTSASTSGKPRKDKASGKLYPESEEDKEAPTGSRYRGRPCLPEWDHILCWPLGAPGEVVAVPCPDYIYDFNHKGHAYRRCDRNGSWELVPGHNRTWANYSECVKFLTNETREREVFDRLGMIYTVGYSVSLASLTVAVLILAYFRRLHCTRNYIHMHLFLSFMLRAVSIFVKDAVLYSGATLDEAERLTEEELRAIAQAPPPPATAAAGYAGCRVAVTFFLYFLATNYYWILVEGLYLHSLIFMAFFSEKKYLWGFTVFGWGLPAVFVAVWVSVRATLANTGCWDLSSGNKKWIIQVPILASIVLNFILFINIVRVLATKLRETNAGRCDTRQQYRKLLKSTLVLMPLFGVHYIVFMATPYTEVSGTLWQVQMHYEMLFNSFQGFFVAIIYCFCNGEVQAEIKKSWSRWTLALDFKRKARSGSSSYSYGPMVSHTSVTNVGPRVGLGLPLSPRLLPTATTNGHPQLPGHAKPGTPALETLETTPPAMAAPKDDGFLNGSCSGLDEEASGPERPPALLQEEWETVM
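HEK-293-derived GP2 cells expressing PTHR1 and a GloSensor cAMP reporter, 3,000/well, plated overnight, given luciferin plus IBMX (each 0.5 mM as added) for 1 h at 37 °C, then compound for 1 h at 37 °C. Luminescence was read after 15 min at room temperature.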
DRD3 agonist: qHTS of D3 Dopamine Receptor Agonist: qHTS | D(3) dopamine receptor (Homo sapiens), P35462 | D3R DiscoveRx beta-arrestin cells, luminescence, 90 min | max activation, % | 410,000 tested, 0.58% active | AID 652048, 2013; in the data active = max activation above about 30%; also: 0% is about no effect; mostly tested at two doses, the higher about 12 µM
Target sequence (P35462 whole entry, looked up): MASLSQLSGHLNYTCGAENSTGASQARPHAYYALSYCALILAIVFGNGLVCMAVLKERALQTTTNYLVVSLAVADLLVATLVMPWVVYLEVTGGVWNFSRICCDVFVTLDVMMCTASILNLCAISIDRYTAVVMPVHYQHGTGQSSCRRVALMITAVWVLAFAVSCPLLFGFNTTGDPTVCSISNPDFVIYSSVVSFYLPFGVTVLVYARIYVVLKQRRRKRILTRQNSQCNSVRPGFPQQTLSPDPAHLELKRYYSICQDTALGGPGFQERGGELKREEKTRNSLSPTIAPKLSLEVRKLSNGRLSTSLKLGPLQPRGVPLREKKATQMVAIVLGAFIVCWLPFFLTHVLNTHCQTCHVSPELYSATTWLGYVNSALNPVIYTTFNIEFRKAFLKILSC
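Agonist-mode cell screen: cells plated at 1500/well and incubated overnight at 37 °C, then exposed to library compounds for 90 min at 37 °C. Detection reagent was added for 30–60 min at room temperature, and luminescence was read.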
Active calls of the source: *; i = inactive; ? = inconclusive; [ ] = dose if it differs, or a comment. An excerpt. The share of hits here may be higher or lower than overall.

canonical_smiles | PTHR1 agonist | DRD3 agonist
COc1ccccc1NC(=O)C(C)Sc1nnc2ccc3ccccc3n12 (stereo unspecified) | i | 8
COc1ccc(NC(=O)Cn2c(=O)n(CCC(=O)NCCc3ccc(OC)c(OC)c3)c(=O)c3ccccc32)cc1Cl | -13% | 2
COc1ccc(N2CCN(C(=O)c3cc4c(-c5ccccc5F)nn(C)c4s3)CC2)cc1 | -41%[inhibitor] | 16
CCCOC(=O)C(C)n1nnc2sc(-c3ccccc3)cc2c1=O (stereo unspecified) | -30%[inhibitor] | 10
CCOc1ccccc1NC(=O)c1cnc(N2CCOCC2)c2ccccc12 | -58%[inhibitor] | 0
COc1ccc(-c2nc(SCC(=O)Nc3ccc4c(c3)OCO4)c(-c3ccccc3)[nH]2)cc1 | -28% | 2
O=C(c1ccc2c(c1)N(Cc1ccccc1F)C(=O)c1ccccc1S2(=O)=O)N1CCN(c2ccccc2F)CC1 | -8% | -2
O=C(CN1C(=O)COc2ccc(Cl)cc21)Nc1cccc(F)c1 | i | -1
Cc1ccc(CN(Cc2ccco2)C(=O)COc2ccc(C(C)C)cc2)cc1 | -89%[inhibitor] | -9
CCOC(=O)c1cnc2ccc(OC)cc2c1Nc1ccc(OCc2ccccc2Cl)cc1 | -86% | 4
O=C(Nc1ccc(Cl)cc1)c1cc2nc(-c3ccc4c(c3)OCO4)cc(C(F)(F)F)n2n1 | -8% | 5
O=C(NCC(c1cccnc1)N1CCN(Cc2ccccc2)CC1)C(=O)Nc1cccc(Cl)c1 (stereo unspecified) | -19% | 0
Cc1ccc(CCNC(=O)c2cc3c(s2)-c2c(C)cccc2OC3)cc1 | -28% | -3
O=C(Nc1ccccc1F)c1nc(SCc2ccccc2F)ncc1Cl | i | -7
COc1ccc2oc(=O)c(-c3csc(-c4ccc(Br)cc4)n3)cc2c1 | i | 1
CCc1ccc(OCC(=O)Nc2c(C(=O)c3ccc(Br)cc3)oc3ccccc23)cc1 | i | -1
COc1ccc(Nc2c3c(nc4nncn24)CCC3)cc1OC | i | 11
COc1ccc(-n2nnc(-c3nc(-c4cccs4)no3)c2N)cc1 | -3% | -3
CCOc1ccc(CN2C(=O)c3ccccc3Sc3ccc(C(=O)NC)cc32)cc1 | i | 0
Cc1oc(-c2ccc(Cl)cc2)nc1CN1CCCC(C(=O)NCCc2ccccc2)C1 (stereo unspecified) | -17% | -18
CCOC(=O)c1c(C)[nH]c(C)c1S(=O)(=O)N1CCC(C(=O)Nc2ccc(OC)c(OC)c2)CC1 | i | -12
CC(C)c1ccc(NC(=O)c2cn(C3CCCC3)c(=O)c3c2c2ccccc2n3C)cc1 | ? | 3
Cc1cccc(N(CC(=O)NCCSc2ccc(Cl)cc2)S(=O)(=O)c2ccccc2)c1C | i | 11
CCN(CC)Cc1c(NC(=O)c2ccc(OC)cc2)sc2c1CCCC2 | i | -10

Profiles as entered above. Screens in order: PTHR1 agonist	DRD3 agonist
Profile of COc1ccc(N2CCN(C(=O)c3cc4c(-c5ccccc5F)nn(C)c4s3)CC2)cc1 = -41%[inhibitor]	16
Profile of O=C(NCC(c1cccnc1)N1CCN(Cc2ccccc2)CC1)C(=O)Nc1cccc(Cl)c1 (stereo unspecified) = -19%	0
Profile of O=C(Nc1ccc(Cl)cc1)c1cc2nc(-c3ccc4c(c3)OCO4)cc(C(F)(F)F)n2n1 = -8%	5
Profile of COc1ccc(Nc2c3c(nc4nncn24)CCC3)cc1OC = i	11

The results go on.
canonical_smiles | PTHR1 agonist | DRD3 agonist
CCOc1ccc(C2C(=O)N(C3CCCCC3)CC(=O)N2CCc2ccccc2)cc1OC (stereo unspecified) | i | -12
Oc1c(C(c2ccccc2Cl)N2CCC(O)CC2)sc2nc(-c3ccco3)nn12 (stereo unspecified) | -15% | -12
CCc1cccc(C)c1Nc1nn2c(=O)c3ccccc3nc2s1 | i | 9
CCOc1ccc(C(=O)Nc2nnc(S(=O)(=O)N(CC)c3ccccc3C)s2)cc1 | -6% | -21
COc1cccc(N2CCN(S(=O)(=O)c3cn(C)c(C)n3)CC2)c1 | i | -6
O=C(Cc1ccc(Cl)cc1)Nc1ccc2nn(-c3ccc(Cl)cc3)nc2c1 | i | 3
CCCN1CCN(CCCNC(=O)c2cnn(-c3ccc(F)cc3)c2-n2cccc2)CC1 | -17% | -16
CCn1c(C)c(C)c2cc(C(=O)NCCc3ccc(C)cc3)ccc21 | -3% | -4
CCc1ccc(NC(=O)Nc2cn(C)c(=O)c3ccccc23)cc1 | i | 14
CCCCOC(=O)c1ccc(NC2=NS(=O)(=O)c3ccccc32)cc1 | i | -1
CN(C)CCNC(=O)Cn1nc(N2CCN(c3ccccc3)CC2)ccc1=O | 28% | -9
CCCn1c(=N)c(C(=O)NCc2ccco2)cc2c(=O)n3cc(C)ccc3nc21 | -19% | 7
O=C(CSc1nccn1C1CCCC1)Nc1ccccc1 | 15% | -3
CCC(=O)Nc1ccc(C)cc1-c1nc2ccccc2n(Cc2ccccc2)c1=O | -3% | 5
CCCc1noc(-c2ccc(N3CCCCC3)c([N+](=O)[O-])c2)n1 | -18% | -4
Cc1ccc(-c2nnc(Nc3ccc(O)cc3)c3ccccc23)cc1S(=O)(=O)NCC1CCCO1 (stereo unspecified) | -28% | 5
Cc1ccc(-n2nc(CO)c(C(=O)NCCCCc3ccccc3)n2)cc1 | i | -7
CCN(CC)S(=O)(=O)c1ccc(N2CCCCS2(=O)=O)cc1 | i | -4
COc1ccc(Cl)c2sc(NC(=O)c3ccc(S(=O)(=O)N4CCOCC4)cc3)nc12 | -2% | -9
COc1ccc2c(CNC3CCC(C)CC3)c(C(=O)O)n(Cc3ccccc3)c2c1 (stereo unspecified) | -22% | 6
CCn1c(C(=O)Nc2ccccc2C(=O)OC)cc2sc(Cl)cc21 | i | 3
CC(C)Cc1ccc(S(=O)(=O)N2CCC(c3ccncc3)CC2)cc1 | i | -16
CSc1ccc(C(=O)Nc2ccc(-c3nc4ccccc4s3)c(O)c2)cc1 | i | -5
Cc1ccc(NC(=O)CSc2nc(=O)n(Cc3cccnc3)c3c2CCC3)cc1F | i | 2

Next part:
Every second line gives: PTHR1 agonist | DRD3 agonist
Cc1coc2c1c(C)cc1oc(=O)cc(C)c12
→ 5% | -6
O=C(CN1CCN(Cc2ccc(Cl)cc2)C1=O)NCc1ccc(F)cc1
→ -23% | -3
COc1ccc(-n2nc3c(c2NC(=O)C(=O)NCc2ccccc2)CSC3)cc1
→ i | 3
CCn1c(C)c(C)c2cc(C(=O)NCc3ccc(N(C)C)cc3)ccc21
→ -41%[inhibitor] | -26
COc1ccc(Cl)cc1NC(=O)CN1C(=O)CSc2ccc(S(=O)(=O)N3CCCC3)cc21
→ 13% | -22
COCc1nc2ccccc2n1CCOc1cccc(C)c1
→ i | -8
CCOc1cccc(CC(=O)Nc2ccc3nc(N4CCCCC4)cc(C)c3c2)c1OCC
→ i | -15
O=C(CCn1c(=O)c2cccn2c2ccc(F)cc21)NCc1ccccc1F
→ i | -28
Cc1ccc2c(=O)cc(C(=O)Nc3nnc(C)s3)oc2c1
→ -1% | -15
CCOc1ccc(C(=O)N(Cc2ccc(C(C)C)cc2)Cc2ccco2)cc1
→ -2% | 8
COc1ccc(N(CC(=O)Nc2ccc(C)c(C)c2)S(=O)(=O)c2ccc(C)cc2)cc1OC
→ i | -1
COc1cccc(NC(=O)CSCc2cc(=O)c3ccc(C)c(C)c3[nH]2)c1
→ -2% | 4
CC(=O)c1ccc(OC(=O)c2c(-c3ccccc3Cl)noc2C)cc1
→ -13% | -12
CCN(CC)c1cc2c(cc1F)c(=O)c(S(=O)(=O)c1ccc(OC)cc1)cn2Cc1ccccc1
→ -12% | -7
COc1ccc(OCCn2c(C)nc3cc(C)c(C)cc32)cc1
→ i | 9
CCOc1ccc(NS(=O)(=O)c2cc(Br)cc3c2N(C(=O)C2CC2)CC3)cc1
→ -21% | 6
COc1ccc(Cc2nc3ccccc3n2Cc2ccccc2F)cc1
→ i | 2
CN1CCN(CCNC(=O)c2cnn(-c3ccc(Cl)cc3)c2C2CCN(C(=O)OC(C)(C)C)CC2)CC1
→ i | -9
COc1ccc(Nc2ncnc3c2nc2n3CCCCC2)cc1
→ -39%[inhibitor] | 5
CCOc1ccc(CCNC(=O)CCSCc2ccc(Cl)cc2)cc1OCC
→ -8% | 2
Cc1ccc(C2CCN(C(=O)c3cnn(-c4ccccc4Cl)c3C3CCN(C(=O)OC(C)(C)C)CC3)C2)cc1 (stereo unspecified)
→ i | -4
COc1ccc(-n2nc3ccc(NC(=O)c4cccc(OCCC(C)C)c4)cc3n2)cc1
→ -51%[inhibitor] | -17
CCOC(=O)c1c(C)[nH]c(C)c1S(=O)(=O)N1CCC(C(=O)NCc2cccc(C)c2)CC1
→ 0% | 2
O=S(=O)(c1ccccc1)c1nc(-c2cccs2)oc1SCc1ccccc1Cl
→ -4% | 4
CCOC(=O)c1cnc2ccc(OCC)cc2c1NCCc1ccc(OC)c(OC)c1
→ i | 12
O=C(c1ccc(F)cc1F)N1CCC(c2nc(-c3ccc(S(=O)(=O)N4CCCC4)cc3)no2)CC1
→ ? | -10
CCCN(CCC)C(=O)c1nn(C)c2c1CSc1ccccc1-2
→ i | -10
CN(C)c1ccc(CNC(=O)c2ccc(Cn3c(SCc4ccccc4)nc4cccnc43)cc2)cc1
→ -6% | -9
COc1ccccc1N1CCN(c2ccc(=O)n(CC(=O)NCc3ccc(OC(C)C)cc3)n2)CC1
→ i | -16
COc1ccc(C2CC(=O)N(CC(=O)Nc3ccc(C(C)=O)cc3)c3ccccc3S2)cc1OC (stereo unspecified)
→ -31%[inhibitor] | 6
Cc1ccc(C(=O)c2cn(Cc3cccc(F)c3)c3nc(C)ccc3c2=O)cc1
→ -15% | -4
CCN(Cc1ccccc1)C(=O)Cn1c(=O)n(-c2ccccc2)c(=O)c2c1c1cc(C)ccc1n2C
→ i | -15
COc1ccc(CC(=O)NCCc2csc3nc(-c4ccccc4F)nn23)cc1
→ -11% | 5
CC(CNC(=O)c1ccc2c(c1)nc1n2CCOC1)c1ccccc1 (stereo unspecified)
→ i | -2
COc1ccc(-c2c3c(=O)n(C)c(=O)n(C)c3c3n2-c2ccccc2NC3c2ccc(OC)cc2)cc1 (stereo unspecified)
→ -13% | -14
O=C(OCc1cc(=O)n2nc(-c3cccs3)sc2n1)c1ccccc1Cl
→ i | -2
COc1cccc(CNC(=O)c2c(C)oc3ncnc(N4CCOCC4)c23)c1
→ -14% | 3
COc1cccc(C(=O)Nc2ccc3oc(-c4ccc5ccccc5c4)nc3c2)c1
→ -46%[inhibitor] | 15
COc1cc(NC(=O)C2CCN(c3nnc(C)c4c(C)n(-c5ccccc5)nc34)CC2)cc(OC)c1
→ 0% | -3
CN(C)CCNC(=O)CCCn1c(=O)c2cccn2c2ccccc21
→ i | 9
COc1cc(-c2nnc(SCC(=O)Oc3ccccc3)o2)cc(OC)c1OC
→ 26% | 8
Cc1noc(/C=C/c2ccccc2F)c1S(=O)(=O)N1CCC(C(=O)NCc2ccco2)CC1
→ -15% | -6
CCCCN1C(=O)C(O)(c2c(C)[nH]c3ccccc23)c2ccccc21 (stereo unspecified)
→ -13% | 2
COc1ccc2c(c1)cc1c(=O)n(CC(=O)NC3CC3)nc(C)n12
→ -11% | 3
CCOC(=O)c1ccc(NC(=O)Nc2cc3c(cc2N2CCCC2)n(C)c(=O)n3C)cc1
→ -57%[inhibitor] | 5
COc1ccccc1N1CCN(C(=O)c2cc3c(=O)n(Cc4cccnc4)ccc3nc2C)CC1
→ i | -2
Cn1c(=O)n(-c2ccc3c(c2)OCO3)c2nc(-c3ccc(Cl)cc3)nc(C(N)=O)c21
→ -21% | -11
Cc1ccccc1Cn1nnc2c(=O)[nH]c(C3CCN(C(=O)c4ccc(F)cc4)CC3)nc21
→ i | 8
CCC(CC)C(=O)Nc1cccc(-c2nc3cccnc3s2)c1
→ -38%[inhibitor] | 3
CCOc1ccc(S(=O)(=O)N(C(C)=O)c2ccc3oc(C)c(C(=O)OC)c3c2)cc1
→ -26% | 1
CCc1ccc(CNC(=O)c2nn(-c3ccc(C)cc3)c(=O)c3c2c2ccccc2n3C)cc1
→ -19% | -14
Cc1ccc(CNC(=O)c2ccc3nc(SCc4ccc(F)cc4)[nH]c3c2)cc1
→ -32%[inhibitor] | -1
Cc1ccc(NC(=O)c2c(C(=O)Nc3ccccc3)sc3nc(C)cc(=O)n23)c(C)c1
→ -43%[inhibitor] | 3
COc1ccc2c(c1)c1c(c(=O)n(-c3ccccc3C)c(=O)n1Cc1ccccc1C)n2C
→ -5% | -10
O=C(Cc1ccccc1)NC1CC(=O)N(c2ccc3c(c2)OCCO3)C1 (stereo unspecified)
→ i | 5
CCOC(=O)C1CCCN(C(=O)Cn2ncc3c4ccccc4n(Cc4ccccc4)c3c2=O)C1 (stereo unspecified)
→ -23% | -6
CCCCN(CC)CCNC(=O)c1cc2c(=O)oc3ccc(C)cc3c2s1
→ i | -6
CC1=C(C(=O)Nc2c(C)cc(C)cc2C)C2(CCN(C(C)C)CC2)OC1=O
→ 4% | -11
